Bioassay records from PubChem.
Pf growth 48h – inhibits P. falciparum growth in the first generation, 48 h; P. falciparum luciferase growth in erythrocytes, 48 h; Potency, µM (titrated, usually from 28.7 µM), for the others: top-dose activity change, negative = inhibition, most hits filed as inhibitors; 310,000 compounds, 5.9% hits; AID 504832
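Here the parasites carry a stable luciferase gene and grow inside erythrocytes in Albumax-based RPMI medium with compound for one erythrocytic cycle. Activity is scored as loss of luminescent signal.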
HCV inh – HCV inhibition | 340,000 compounds, 3.4% hits | Huh7.5.1 HCVcc-Cre infection, luciferase reporter, 44 h | Potency, µM (doses to about 41.8 µM), for inactives: at the highest dose activity change, negative = inhibition, most hits filed as inhibitors
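Reporter virus HCVcc-Cre (~0.5 moi) infects cells exposed to compound; seeding density 1,000 cells/well with 4 h settling beforehand. Luminescence, 15 sec read, taken 44 h post-infection following a 15 min RT substrate incubation.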
Pf growth 96h – P. falciparum growth inhibition at 96 hours; P. falciparum luciferase reporter growth, 96 h; Potency, µM (top dose mostly 28.7 µM), for the others: top-dose activity change, negative = inhibition, hits mostly inhibitors; 320,000 compounds, 6.9% hits
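Plates of compound plus infected erythrocytes (2% hematocrit, 0.05% parasitemia final) incubate 96 hours, 37 C, 5% CO2. Detection reagent added; reduced luminescence from the parasites' luciferase reporter flags inhibition.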
LmPK inhibitor – LmPK (Leishmania mexicana) enzyme inhibition; 290,000 compounds, 0.37% hits; Potency, µM (doses to about 57.5 µM), for the others: top-dose activity change, negative = inhibition, usual class: inhibitors; purified LmPK, Kinase-Glo ATP luminescence, 1 h; Q27686
Target sequence (Q27686 whole entry, looked up): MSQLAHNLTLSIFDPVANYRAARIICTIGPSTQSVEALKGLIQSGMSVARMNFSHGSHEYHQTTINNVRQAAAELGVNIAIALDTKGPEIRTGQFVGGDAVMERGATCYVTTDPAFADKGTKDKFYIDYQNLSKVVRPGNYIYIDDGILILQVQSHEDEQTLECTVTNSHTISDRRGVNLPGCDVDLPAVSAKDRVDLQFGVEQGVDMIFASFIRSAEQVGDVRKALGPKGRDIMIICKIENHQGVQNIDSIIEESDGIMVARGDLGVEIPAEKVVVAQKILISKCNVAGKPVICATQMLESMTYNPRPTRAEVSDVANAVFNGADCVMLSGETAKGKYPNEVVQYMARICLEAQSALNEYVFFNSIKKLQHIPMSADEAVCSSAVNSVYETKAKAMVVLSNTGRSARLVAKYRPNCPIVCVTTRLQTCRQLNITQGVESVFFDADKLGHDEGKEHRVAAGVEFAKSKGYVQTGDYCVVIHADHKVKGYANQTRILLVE
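Kinase-Glo luminescence read after 1 h RT reaction of 0.1 nM LmPK with 0.5 mM PEP and 0.1 mM ADP. Activity scaled between uninhibited and enzyme-free controls.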
Sm TGR inh – inhibitors of Schistosoma mansoni thioredoxin glutathione reductase | Potency, µM (top dose mostly 114 µM), inactives show top-dose activity change, negative = inhibition, most hits filed as inhibitors | AID 485364 | purified TGR, DTNB reduction, TNB absorbance 405 nm | 360,000 compounds, 3% hits | Q962Y6; also: nearly all actives have a fitted effect of over 60% in size
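First, TGR (20 nM dispensed) and NADPH were mixed with compound. Second, a 15 min room-temperature incubation followed. Third, further NADPH and then DTNB were added to start the reaction. Finally, TNB absorbance was monitored kinetically.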
TbPYK inhibitor – inhibitors of Trypanosoma brucei pyruvate kinase | AID 624173 | Q57TT1 | TbPYK enzyme, Kinase-Glo Plus ATP luminescence, 45 min | 410,000 compounds, 0.12% hits | Potency, µM (series often up to 76.8 µM), for inactives: top-dose activity, negative = inhibition, most hits filed as inhibitors; also: nearly all actives have a fitted effect of over 50% in size
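Quantitative HTS: titrated library compounds versus trypanosomal pyruvate kinase in TEA buffer (pH 7.2) containing KCl, MgCl2, BSA and Tween-20. Reactions were initiated with ADP, 130 uM final. Kinase-Glo Plus luminescence was read after 45 min at RT.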
* marks the source's active call; other numbers are inactive results; ? = inconclusive; · = no result given; & = joins results of further samples; [ ] = remark or other dose. Calls follow the shape of the dose curve; as a rule, active = well fitted curve in the direction sought with a large enough effect; inconclusive = small, poorly fitted or top-dose-only effect, or another doubt; inactive = no such curve, though single readings can be large; an effect the other way counts as inactive or inconclusive. % is scaled to controls: 0 for no effect and ±100 for the full control effect; potency is read from the fitted curve at half-maximal effect.

Structure	Pf growth 48h	HCV inh	Pf growth 96h	LmPK inhibitor	Sm TGR inh	TbPYK inhibitor
COc1ccc(/C=C2/N=C(c3cccs3)OC2=O)cc1OC(C)C	-4%	37%[activator]	·	8%	37%[activator]	-11%
O=C(Nc1ccc(Br)c2ccccc12)c1ccc2ccccc2c1O	12µM*	?	9.3µM*	3%	?	1%
CCSc1nc(C2CC2)cc(-c2cccs2)c1C#N	·	7.9µM*	2%	1%	-2%	-5%
N=c1oc2ccc(Br)cc2cc1C(=O)NCc1ccc(F)cc1	-2%	4%	2.6µM*	-9%	-17%	-14%
Cc1ccc2nc3c(c(Nc4ccccc4)c2c1)CCC3	?	?	9.3µM*	2%	0%	0%
Cc1ccc(-c2ccc(CCC(=O)O)n2-c2cccc(C(=O)O)c2)cc1	105%[activator]	19%	4%	-5%	13µM*	-10%
Cc1nn2c(NCCCn3ccnc3)cc(C(C)C)nc2c1-c1ccccc1	2.1µM*	-70%	8.3µM*	2%	8%	2%
Cn1ccnc1SCC(=O)c1cc2ccccc2o1	66%[activator]	8%	2%	-11%	-18%	-23%
CCOCCCNCC(=O)NC1(C)C2CCC(C2)C1(C)C (centres undefined)	·	18%	?	-13%	-12%	3%
Cc1ccc(NC(=O)COC(=O)C(NS(=O)(=O)c2ccc(Cl)cc2)C(C)O)c(Br)c1 (centres undefined)	21%	-10%	?	5%	-16%	1%
CCOc1cc(S(=O)(=O)NC2CC(C)(C)NC(C)(C)C2)ccc1F	-15%	?	·	-6%	-1%	-4%
Cc1nc2sc(C(c3ccco3)N3CCN(c4ccccc4F)CC3)c(O)n2n1 (centres undefined)	-12%	-17%	45%[activator]	-5%	-18%	4%
O=c1[nH]c(=O)n(CC2CCCO2)c(O)c1/C=C1\C=Nc2ccccc21 (centres undefined)	4%&-6%	4%&-11%	6%&8%	1%&2%	?	-2%&-1%
O=C(Cc1cccs1)N(c1ccc(Br)cc1)C1C=CS(=O)(=O)C1 (centres undefined)	4%	11%	9%	0%	-14%	-14%
COc1cc(C(=O)Nc2ccc(C(C)=O)cc2)c(Br)c(OC)c1OC	60%[activator]	-14%	82%[activator]	-3%	-3%	-5%
Cc1ccc(S(=O)(=O)N2CN(CC3CCCO3)c3nc4ccccc4nc32)cc1 (centres undefined)	-21%	5%	?	4%	-7%	-4%
O=C(Nc1ccn(Cc2ccccc2F)n1)c1ccc(COc2cccc(Br)c2)cc1	·	?	?	-8%	3%	0%
CN(C)S(=O)(=O)c1cc(NC(=O)COC(=O)CCc2ccccc2)ccc1Cl	1%	13%	-22%	8%	-6%	0%
COc1ccc(OC)c(/C=C/C(=O)OCC(=O)Nc2ccc(Cl)c(S(=O)(=O)N(C)C)c2)c1	?	?	-23%	2%	4%	-19%
Cc1cc(C)c(OCC(=O)NCC(c2ccco2)N2CCCCC2)c(C)c1 (centres undefined)	13µM*	-12%	12µM*	·	-1%	-3%
CC(=O)Nc1ncc(N=Nc2cccc(C(F)(F)F)c2)s1	-19%	-3%	4%	5%	4%	-8%
CC1CCCC(C)N1C(=O)c1cc(F)c(F)cc1Cl (centres undefined)	11%	-4%	·	5%	-4%	6%
CCc1nnc(NC(=O)/C=C/c2ccco2)s1	89%[activator]	6%	86%[activator]	1%	40µM*	-8%
COc1cc(OC)c(N2CC34C=CC(O3)C(C(=O)O)C4C2=O)cc1Cl (centres undefined)	-4%	16%	·	1%	-1%	-6%
CC(=O)c1ccc(NC(=O)CCNS(=O)(=O)c2cccc3nonc23)cc1	-9%	8%	9%	3%	1%	2%

Part of the list above, as labelled records.
CC1CCCC(C)N1C(=O)c1cc(F)c(F)cc1Cl (centres undefined)
  Pf growth 48h: 11% | HCV inh: -4% | Pf growth 96h: · | LmPK inhibitor: 5% | Sm TGR inh: -4% | TbPYK inhibitor: 6%

COc1ccc(OC)c(/C=C/C(=O)OCC(=O)Nc2ccc(Cl)c(S(=O)(=O)N(C)C)c2)c1
  Pf growth 48h: ? | HCV inh: ? | Pf growth 96h: -23% | LmPK inhibitor: 2% | Sm TGR inh: 4% | TbPYK inhibitor: -19%

CC(=O)c1ccc(NC(=O)CCNS(=O)(=O)c2cccc3nonc23)cc1
  Pf growth 48h: -9% | HCV inh: 8% | Pf growth 96h: 9% | LmPK inhibitor: 3% | Sm TGR inh: 1% | TbPYK inhibitor: 2%

Following part.
Structure	Pf growth 48h	HCV inh	Pf growth 96h	LmPK inhibitor	Sm TGR inh	TbPYK inhibitor
CC(C)(C)NS(=O)(=O)c1ccc(NC(=S)NC(=O)C2CC2)cc1	-11%	24%	?	-1%	?	8%
COc1ccccc1CNC(=O)C1CC2Cn3c(nc4cc(C)c(C)cc43)C2N1C (centres undefined)	?	9%	?	·	-16%	2%
O=C(/C=C/c1ccccc1)NCCSCc1ccc(Cl)cc1	?	-2%	1%	-1%	3%	-5%
CC(Oc1ccccc1F)c1nnc(SCC(=O)NCc2ccc3c(c2)OCO3)o1 (centres undefined)	?	-17%	?	·	-16%	-1%
CCc1ccc(-c2nc(CN3CCC(C(=O)NCCc4ccc(OC)c(OC)c4)CC3)c(C)o2)cc1	?	?	?	2%	2%	14%
CCOc1cc(CN2CCCCCC2)ccc1OC	-28%	1%	113%[activator]	-2%	11%	-4%
Cc1ccc(NC(=O)c2sc3ccccc3c2Cl)nc1	79%[activator]	-14%	129%[activator]	-22%	-1%	-10%
O=c1c2ccccc2[nH]c(=S)n1CCCN1CCN(c2ccccc2F)CC1	8%[0.00184 µM]	?	?	0%	-2%	-4%
C/C(=N\OCC(=O)NC12CC3CC(CC(C3)C1)C2)c1cc2ccccc2o1	-20%	-20%	?	3%	-13%	5%
COc1ccccc1N1CCN(CC(=O)c2ccc(F)cc2)CC1	6%	-9%	4%	-2%	22µM*	-3%
COc1cccc(NC2C=CS(=O)(=O)C2)c1 (centres undefined)	2%	12%	-10%	1%	6%	0%
Cc1cc(N2C(=O)C(O)=C(C(=O)c3cc4ccccc4o3)C2c2cccc(Cl)c2)no1 (centres undefined)	14%	10%	?	1%	?	-3%
CCC(=O)NC(C)C(c1cccs1)N1CCN(Cc2ccccc2)CC1 (centres undefined)	11%	26%	-7%	4%	1%	8%
CCCN(CCC)S(=O)(=O)c1ccc(C(=O)Nc2nc3c(s2)CCc2ccccc2-3)cc1	-19%	23%	?	8%	1%	-8%
CCC(=O)Nc1ccc(Cl)c(NC(=S)NC(=O)COc2ccccc2)c1	26%	-8%	35%[activator]	2%	-2%	-6%
O=C(Nc1ccccc1)Nc1ccc(Oc2cccnc2)nc1	168%[activator]	-30%	22%	-4%	8%	3%
Cc1cccc(C)c1NC(=O)C1(N2C(=O)CC2c2ccccc2)CCCCC1 (centres undefined)	-14%	12%	?	5%	1%	-15%
CC(=O)c1c(C)[nH]c(C(=O)CSc2nnc(-c3ccco3)n2Cc2ccccc2)c1C	?	?	0.059µM*	4%	40µM*	-4%
O=C(N/N=C/c1ccc(Br)cc1)c1ccc(Br)o1	39%[activator]	-2%	36%[activator]	-28%	-10%	-6%
CCCOc1ccc(/C(O)=C2\C(=O)C(=O)N(c3ccccn3)C2c2ccccc2F)cc1C (centres undefined)	20%	11%	-1%	7%	?	0%
O=C(NC12CC3CC(CC(C3)C1)C2)N1CCN(c2ncccn2)CC1	-15%	4%	?	-1%	·	1%
COc1ccc(NC(=O)C(CCSC)NC(N)=O)cc1NS(=O)(=O)c1ccc(F)cc1 (centres undefined)	9%	3%	26%	1%	1%	0%
Cc1ccc(S(=O)(=O)NCCSCc2ccco2)cc1	27%	5%	8%	16%	?	2%
Cc1cc(OCC(=O)NCCc2cccc(F)c2)c2c(C)cc(=O)oc2c1	?	?	?	-3%	1%	0%
COc1cccc(N2CC(O)=C(c3nc4ccccc4s3)C2=N)c1	5%	?	0%	-6%	1%[57.1 µM]	4%

(next part)
Structure	Pf growth 48h	HCV inh	Pf growth 96h	LmPK inhibitor	Sm TGR inh	TbPYK inhibitor
CC(=O)Nc1ccc(N=Cc2c(O)ccc3ccccc23)cc1	-2%	9%	?	1%	-28%	-13%
CCOC1(C(F)(F)F)NC(=O)N(Cc2ccc(OC)cc2)C1=O (centres undefined)	?	5%	65%[activator]	-3%	-2%	-2%
Cc1ccc2c(c1)CC1(CN2C)C(=O)NC(=O)N(c2cccc(C)c2C)C1=O (centres undefined)	10%	4%	1%[5.75 µM]	4%	?	-5%
COc1ccc(/C=C2/C(=N)N3N=C(CC(=O)N4CCCC4)SC3=NC2=O)cc1OC	16%	12%	22%	11%	7%	3%
O=C(NCc1cccc(Cl)c1)c1ccncc1	8%	8%	?	-1%	6%	-9%
O=C(Cn1c(NCCCO)nc2ccccc21)c1ccc(Cl)cc1Cl	1.7µM*	37%[activator]	9.3µM*	8%	1%	-1%
O=C(O)CCC(=O)N1CCN(S(=O)(=O)c2cccs2)CC1	10%	-1%	8%	1%	3%	5%
CCO[C@H]1OC(C(=O)N2CCN(Cc3ccc4c(c3)OCO4)CC2)=C[C@@H](c2csc3ccccc23)[C@@H]1CCCO	12µM*	?	?	9%	-7%	3%
C[C@H]1CN=C(N(C)C)N1CCCC1CCCCC1	?	?	-97%	·	-13%	-3%
O=C(c1cc2n(n1)C(C(F)(F)F)CC(c1ccc(F)cc1)N2)N1CCCC1 (centres undefined)	-5%	-17%	?	-2%	0%	-1%
CN=C(Nc1cc(C)nn1CCC#N)c1ccccc1F	·	16%	·	2%	5%[11.4 µM]	2%
Cc1nc(-c2ccc(-n3nncc3-c3ccco3)cc2)cs1	27%	?	19%	-3%	50µM*	-6%
O=[N+]([O-])c1ccc(S(=O)(=O)Nc2ccc(-c3ccc(N4CCOCC4)nn3)cc2)cc1	2%	24%	-18%	·	-4%	-6%
C/C(N)=C(/C#N)C(=O)CSc1nc2ccccc2[nH]1	146%[activator]	-2%	·	2%	-10%	-7%
Cc1cc(/C=C2\C(=N)N3N=C(CC(=O)N4CCOCC4)SC3=NC2=O)c(C)n1-c1ccccc1	?	-20%	?	-12%	0%	-1%
CCn1cc(C(=O)NCCCN2CCCC2)c(=O)c2cc(S(=O)(=O)N3CCc4ccccc4C3)ccc21	?	14µM*	42%[activator]	-6%	-13%	2%
CCOC(=O)C1CCN(S(=O)(=O)c2c(Cl)ccc3nonc23)CC1	-23%	·	2.3µM*	-8%	0.89µM*	·
COc1ccc(C2NC(=O)NC(C)=C2C(=O)OC2CCC(C)CC2)cc1 (centres undefined)	4%	?	?	2%	-12%	2%

Limited to Pf growth 48h, for some of the entries so far:
SMILES | Pf growth 48h
CCOC(=O)C1CCN(S(=O)(=O)c2c(Cl)ccc3nonc23)CC1 | -23%
CC(=O)c1c(C)[nH]c(C(=O)CSc2nnc(-c3ccco3)n2Cc2ccccc2)c1C | ?
